MT1-MMP act inh – blocks activation of human MT1-MMP. P50281. HT1080 RFP-PRO-GFP cells, GFP/RFP ratio fluorescence, overnight; percent of plate control window, DMSO zero. GFP/RFP ratio change, % at 20 µM. 360,000 tested, 0.061% active. AID 651647;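 active means GFP/RFP ratio change of at least 30% with cell ATP level not reduced by more than half and red fluorescence within 50% of control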; further: strong numbers were not always called active
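Compound: 20 µM single dose, 1% DMSO / System: HT1080 RFP-PRO-GFP cells / Controls: DMSO and RFP-L50D-GFP cell wells / Read-out basis: GFP/RFP fluorescence ratio / Schedule: overnight compound exposure at 37 °C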
Neddylation inh – inhibitors of human cullin neddylation; P61081+Q13564; TR-FRET cullin neddylation, biochemical; calls only at 25 µM; 360,000 tested, 0.58% active; in the data active means inhibition above about 36%
Target sequence (P61081 whole entry, looked up): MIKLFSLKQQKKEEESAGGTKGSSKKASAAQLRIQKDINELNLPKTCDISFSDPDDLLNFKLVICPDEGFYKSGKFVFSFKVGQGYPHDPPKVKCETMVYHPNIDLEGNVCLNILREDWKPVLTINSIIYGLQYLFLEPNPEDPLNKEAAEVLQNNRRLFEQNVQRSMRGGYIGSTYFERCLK
Target sequence (Q13564 whole entry, looked up): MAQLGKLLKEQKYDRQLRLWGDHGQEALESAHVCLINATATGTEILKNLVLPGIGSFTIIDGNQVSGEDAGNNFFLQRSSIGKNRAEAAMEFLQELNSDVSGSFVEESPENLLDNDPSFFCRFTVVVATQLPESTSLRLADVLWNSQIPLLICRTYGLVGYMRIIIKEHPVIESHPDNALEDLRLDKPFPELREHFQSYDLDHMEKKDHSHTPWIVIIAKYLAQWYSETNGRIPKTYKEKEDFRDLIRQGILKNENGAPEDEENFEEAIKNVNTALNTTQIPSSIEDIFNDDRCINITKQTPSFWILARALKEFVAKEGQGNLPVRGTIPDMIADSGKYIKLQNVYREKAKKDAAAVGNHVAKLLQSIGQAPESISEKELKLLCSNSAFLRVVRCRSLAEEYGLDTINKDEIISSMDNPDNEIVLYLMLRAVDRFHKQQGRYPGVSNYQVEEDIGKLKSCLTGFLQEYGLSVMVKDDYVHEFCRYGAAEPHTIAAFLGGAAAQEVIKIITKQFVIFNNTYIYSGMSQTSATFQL
MsrA inhibitor – bovine MsrA inhibition | purified bovine MsrA, absorbance read-out | inhibition, % at 15.5 µM | 360,000 tested, 0.75% active; in the data active means inhibition above about 4.5%;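 further: 0% = vehicle wells with enzyme and 100% = reference inhibitor wells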
E coli Lon inh – inhibitors of E. coli Lon protease; P0A9M0; purified E. coli Lon protease, fluorescence polarization; inhibition, % at 7.94 µM; 360,000 tested, 0.42% active; AID 602123; in the data active means inhibition above about 13%, passing the limit was not always enough;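 further: 0% = enzyme with probe and DMSO and 100% = no enzyme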
FAS TE block – FAS thioesterase (human) inhibition; P49327; recombinant FAS-TE, OMFH fluorogenic substrate, fluorescence endpoint; inhibition, % at 15 µM; 360,000 tested, 0.67% active;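 active means compounds whose normalised, plate-corrected inhibition of enzyme fluorescence in the single-dose primary screen is 50% or more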;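 further: 0% = DMSO with enzyme and 100% = substrate without enzyme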
NRP1-CendR mod – alters CendR peptide binding to human NRP-1; inhibition, % at 25 µM; AID 602438; FAM-RPARPAR peptide binding to NRP-1, fluorescence polarization; O14786; 360,000 tested, 0.85% active;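 active means inhibition or corrected inhibition above about 18%, plus a signal ratio from 0.5 to 1.5, limit read from the data, passing the limit was not always enough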; further: strong numbers were not always called active
bovine MsrA act – activators of bovine methionine sulfoxide reductase A. purified bovine MsrA, absorbance read-out. activation, % at 10.6 µM. 360,000 tested, 0.3% active. AID 602163; in the data active means activation above about 7.5%;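 further: 0% = vehicle and 100% = reference activator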
Rin1 Abl inh – blocks binding of human Rin1 to Abl; TR-FRET Rin1/Abl binding, biochemical; inhibition, % at 7.35 µM; 360,000 tested, 0.4% active; AID 588664; in the data active means inhibition above about 5%, passing the limit was not always enough
SKN-1 inh – inhibitors of C. elegans SKN-1. inhibition, % at 21.8 µM. C. elegans VP596 Pgst-4::GFP/RFP ratio, acrylamide-induced, 24 h. AID 624304. 360,000 tested, 0.49% active;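 active means interference check ratio from 0.5 to 1.5 plus GFP to RFP signal ratio inhibition reaching or exceeding a fixed threshold, cut at about 30% in these data, passing the limit was not always enough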; further: some compounds called inactive have numbers as strong as hits
Numbers without * were called inactive; i = inactive; x = not tested or not shown.

Molecule	MT1-MMP act inh	bovine MsrA act	MsrA inhibitor	SKN-1 inh	E coli Lon inh	Rin1 Abl inh	Neddylation inh	NRP1-CendR mod	FAS TE block
CS(=O)(=O)c1ccc(N2CCOCC2)c(S(C)(=O)=O)c1	3.5	1.2	-0.4	14.3	1.1	3.1	i	-4.1	-5.8
CCOC(=O)c1csc(NC(=O)CSc2nnnn2-c2ccc(OC)c(OC)c2)n1	-2.6	-0.5	-1.3	-15.4	3.9	0.8	i	-11.6	-5.2
CCN(CC)c1ccc(/C=N/NC(=O)c2c(-c3ccccc3)noc2C)cc1	1.9	-5.0	3.6	9.5	-0.5	0.7	x	7.6	9.7
COc1cccc2c(=O)cn[nH]c12	-6.9	-2.9	0.6	-3.1	-9.2	-1.3	x	10.5	-14.0
O=C1N=C(N2CCOCC2)SC1=C1CCCCC1	0.4	-2.7	0.1	10.0	-1.9	-4.3	i	-2.9	-7.6
O=C(O)CCc1nnc2n(Cc3ccc(F)cc3)c(=O)c3ccccc3n12	2.9	-9.7	-0.1	-0.2	-0.1	2.3	i	-17.5	0.5
COc1cccc(/C=C/C(=O)c2ccc3c(c2)OCCO3)c1OC	9.6	-10.1	1.5	2.3	20.1*	2.1	i	-10.5	0.7
Cc1oc2c(c1C(=O)NC(Cc1c[nH]c3ccccc13)C(=O)O)CCCC2 (centres undefined)	3.5	-4.3	0.9	2.5	-4.6	-0.3	i	-3.2	-3.2
Cc1cccc(C(=O)N[C@H](C(=O)Nc2ccc(S(=O)(=O)NC3=NCCCCC3)cc2)C(C)C)c1	-1.8	-3.4	0.9	1.2	1.9	-2.1	i	-10.4	-3.7
Cc1cc2occ(CC(=O)NNC(=O)c3ccccc3F)c2cc1C	-4.7	-2.3	-0.7	8.4	-1.5	0.8	i	-6.4	1.5

2 records picked at random from the list so far:
Molecule	MT1-MMP act inh	bovine MsrA act	MsrA inhibitor	SKN-1 inh	E coli Lon inh	Rin1 Abl inh	Neddylation inh	NRP1-CendR mod	FAS TE block
CCN(CC)c1ccc(/C=N/NC(=O)c2c(-c3ccccc3)noc2C)cc1	1.9	-5.0	3.6	9.5	-0.5	0.7	x	7.6	9.7
Cc1cccc(C(=O)N[C@H](C(=O)Nc2ccc(S(=O)(=O)NC3=NCCCCC3)cc2)C(C)C)c1	-1.8	-3.4	0.9	1.2	1.9	-2.1	i	-10.4	-3.7

(cont.)
Molecule	MT1-MMP act inh	bovine MsrA act	MsrA inhibitor	SKN-1 inh	E coli Lon inh	Rin1 Abl inh	Neddylation inh	NRP1-CendR mod	FAS TE block
COc1cc(CNCc2ccccn2)ccc1OCc1ccc(Cl)cc1Cl	-3.8	-9.6	-0.1	27.8	-6.1	-3.4	i	2.7	-2.7
O=C(c1ccccc1)C1CCN(C(=O)c2ccco2)CC1	-0.5	-3.9	0.0	-28.3	0.1	4.3	i	-0.6	-6.0
COc1cccc(-n2c(Cc3cc(=O)[nH]c(=O)[nH]3)nnc2SCC(=O)N2CCC(C)CC2)c1	1.6	-1.3	0.0	-8.3	8.4	-4.0	i	2.0	-6.8
Cc1ccccc1CNc1ncnc2cc(Cl)ccc12	-2.6	-0.6	0.9	7.7	-9.0	-3.1	i	5.5	0.7
COc1ccc(NS(=O)(=O)c2ccc3c(c2)[C@H]2C=CC[C@H]2[C@@H](c2ccc(C(=O)O)cc2)N3)cc1	-1.7	-5.4	2.4	15.8	11.8	9.2*	i	-51.3	10.2
c1csc(CN2CCOCC2)c1	-3.4	-6.8	1.2	1.4	-6.7	3.0	i	-1.6	-7.5
O=C(Nc1ncc2c(n1)-c1ccccc1OC2)c1ccc(Cl)cc1	3.3	-3.1	0.4	8.6	-5.5	-1.1	x	11.9	20.0
O=C1CN(C(=O)CN2C(=O)NC(c3ccccc3)(c3ccccc3)C2=O)c2ccccc2N1	2.7	-2.4	0.0	7.4	-11.9	0.3	i	-8.1	-0.8
O=C1C=C(O)CC(c2ccc(Cl)cc2)C1 (centres undefined)	3.3	-1.1	0.8	-5.6	-1.2	-0.7	i	-15.4	1.4
CSc1ccc(CNC(=O)c2c(C)noc2C)s1	3.7	-0.8	-0.3	-6.1	-6.2	-1.9	i	-0.7	-3.7
COCc1[nH]nc2c1C1(CCC3(CC1)OCCO3)C(C#N)=C(N)O2	-0.9	-2.6	0.6	-9.5	-6.9	1.3	i	11.6	-7.8
Cc1ccc(NC(=O)COC(=O)CCc2nc3ccccc3c(=O)[nH]2)cc1Cl	-5.2	-2.1	-0.2	5.8	-3.3	3.5	i	-2.7	1.8
CSc1nc(-c2ccc(Cl)cc2)nn1S(=O)(=O)c1ccc(Cl)cc1	0.4	-1.4	-1.4	3.7	-7.2	-0.5	i	1.8	-0.4
CCN(CC)S(=O)(=O)c1cc(NC(=O)Cn2ncc(Cl)c(Cl)c2=O)ccc1C	-9.9	-3.5	0.0	-9.0	-4.6	-3.6	i	-19.9	4.6
COc1ccccc1NS(=O)(=O)c1cccc(NC(=O)c2ccc3ccccc3n2)c1	-9.1	-1.1	1.3	2.0	3.8	-0.1	i	-2.5	30.7
CCN(CC)C(=O)CC(c1ccc(OC)cc1)c1c(O)cc(OC)cc1OC (centres undefined)	2.7	-0.5	-1.3	24.8	17.6	-1.4	i	-8.7	-5.0
Cc1ccc(C)c(NC(=O)CCc2nnc3ccc(N4CCCC4)nn23)c1	-2.4	-2.3	0.8	-31.2	-7.7	3.0	i	11.6	-4.9
Cc1cc(NC(=O)C(C)SCC(=O)Nc2ccc(Br)cc2Br)no1 (centres undefined)	-1.1	-4.9	-0.5	0.2	-3.9	1.9	i	6.6	0.4
O=S(=O)(NC1CCCCC1Nc1ccc(Cl)cc1)c1ccccc1 (centres undefined)	-4.0	3.3	-1.1	16.1	3.2	4.0	i	6.5	18.9
Cc1ccc(-c2nnn(CC(=O)N(c3ccccc3F)C(C(=O)NC3CCCC3)c3ccncc3)n2)o1 (centres undefined)	-0.8	-3.4	0.4	-1.4	-8.5	1.7	i	7.2	-8.7
Cc1cc(NC(=O)CSc2nc3c(cc2C#N)CCCC3)no1	4.8	-3.7	-0.1	3.9	-11.0	1.7	i	-15.4	-0.1
Cc1ccc(-c2nc3ccccc3o2)cc1NC(=S)NC(=O)/C=C/c1ccco1	-7.7	-10.4	0.5	-10.4	-7.8	-0.8	i	-12.2	17.2
COc1ccccc1OCc1ccc(C(=O)c2ccccc2)cc1	-0.2	-0.8	-0.2	4.2	-4.7	0.2	i	2.5	28.5
COc1ccc(C(CNC(=O)COc2cc(C)ccc2Cl)N2CCCCC2)cc1 (centres undefined)	2.8	-2.2	-1.6	-1.0	-4.0	13.7*	i	-4.2	11.1
Fc1ccc(NC(=S)N2CCc3ccccc3C2)c(F)c1	0.8	-2.3	0.6	13.7	1.0	1.3	i	-3.5	-1.4
CN(CC(=O)N1CCN(c2cccc(Cl)c2)CC1)S(=O)(=O)c1cccs1	-1.3	-3.4	0.0	10.1	-11.2	-1.8	i	-2.8	7.6
Clc1cccc(CN2CCCCCCC2)c1Cl	3.5	-0.1	0.1	13.5	-1.4	0.4	i	6.1	-7.1
CCOc1ccc(CCN2C(=S)N([C@@H](Cc3ccc(O)cc3)CN3CCC[C@@H]3CN3C(=S)NC[C@@H]3CC(C)C)C[C@@H]2CC(C)C)cc1	-2.7	-6.0	-0.5	10.2	-0.8	4.2	i	4.1	-107.8
Cc1ccc(C)c(OC2=NS(=O)(=O)c3ccccc32)c1	-0.8	-4.2	0.1	-0.7	5.3	3.0	i	-1.4	-2.7
O=C(C1CC(=O)N(C2CCCC2)C1)N1CCN(c2ccc(F)cc2)CC1 (centres undefined)	2.3	-11.3	0.0	0.1	0.1	-1.2	i	-15.0	-5.5
CCOC(=O)[C@@H](C)NS(=O)(=O)N(Cc1ccccc1)[C@H](C(=O)OC)C(C)C	-2.0	-1.0	-0.8	0.8	1.7	1.9	i	-8.5	-1.5
O=C(CSc1nc(Nc2ccccc2)nc(N2CCOCC2)n1)Nc1ccc2c(c1)OCCO2	-6.0	-0.4	-1.2	-1.2	-9.4	0.3	i	-0.8	5.4
CCCC(=O)Oc1ccc2c(C)cc(=O)oc2c1	-3.1	1.7	0.8	2.1	-12.1	-0.7	x	-8.0	2.8
O=C(OCC(=O)N1CCN(C(=O)c2ccco2)CC1)c1cc(S(=O)(=O)Nc2ccc(Cl)cc2)ccc1O	0.6	-3.7	-0.6	2.7	8.0	-0.8	i	11.4	-1.6
CCN(C(=O)CSc1nnc(-c2ccccc2Cl)n1C1CCCC1)C1CCS(=O)(=O)C1 (centres undefined)	0.9	-2.7	0.4	10.8	-10.9	1.8	i	19.8*	-6.5
O=P(COc1ccccc1)(c1ccccc1)c1ccccc1	2.8	-4.0	-1.6	-11.0	-3.1	2.5	i	5.7	-3.1
Cc1ccccc1C#CC1=CC(=O)CC(C)(C)C1	-6.5	-2.7	-0.4	1.3	-7.1	0.3	i	2.4	19.8
COc1ccc2cc1Oc1ccc(cc1)C[C@H]1c3cc(c(OC)cc3CCN1C)Oc1c(OC)c(OC)cc3c1[C@@H](C2)N(C)CC3	-1.3	0.3	0.2	18.4	2.0	0.9	i	1.4	-7.1
Cn1cnc(S(=O)(=O)N2CCN(c3ccc(Cl)cc3)CC2)c1	1.3	-3.3	0.6	-1.2	-1.9	-1.4	i	7.6	-0.8
O=S(=O)(c1ccccc1)N1CCN(CC(O)COc2ccc3c(c2)CCC3)CC1 (centres undefined)	3.5	-5.7	1.0	8.4	3.7	1.5	i	11.2	8.1

Structures above marked active in Rin1 Abl inh:
canonical_smiles | MT1-MMP act inh | bovine MsrA act | MsrA inhibitor | SKN-1 inh | E coli Lon inh | Rin1 Abl inh | Neddylation inh | NRP1-CendR mod
COc1ccc(NS(=O)(=O)c2ccc3c(c2)[C@H]2C=CC[C@H]2[C@@H](c2ccc(C(=O)O)cc2)N3)cc1 | -1.7 | -5.4 | 2.4 | 15.8 | 11.8 | 9.2* | i | -51.3
COc1ccc(C(CNC(=O)COc2cc(C)ccc2Cl)N2CCCCC2)cc1 (centres undefined) | 2.8 | -2.2 | -1.6 | -1.0 | -4.0 | 13.7* | i | -4.2

Carrying on.
Molecule	MT1-MMP act inh	bovine MsrA act	MsrA inhibitor	SKN-1 inh	E coli Lon inh	Rin1 Abl inh	Neddylation inh	NRP1-CendR mod	FAS TE block
CCOC(=O)C1=CN(Cc2cccc(F)c2)S(=O)(=O)NC1CCc1ccccc1 (centres undefined)	-2.3	1.2	-0.6	10.1	-8.6	1.0	i	2.0	32.2
CCNC(=S)N(CCc1c(C)[nH]c2ccc(C)cc12)Cc1ccco1	-4.5	-5.9	0.2	-3.8	-9.6	3.1	i	-23.4	8.6
NS(=O)(=O)c1ccc(CCNC(=O)c2ccc(Cl)cc2[N+](=O)[O-])cc1	-1.8	-3.3	1.5	13.9	-3.0	2.8	i	4.9	-3.2
CCOC(=O)[C@H]1[C@H]2COc3ccc(OC)cc3[C@@H]2N2C(=O)c3ccc(C)cc3NC(=O)[C@@]12C	7.6	-1.3	-1.2	8.3	8.4	2.2	i	24.2*	3.5
FC(F)(F)c1ccc(CSc2ccccn2)cc1	7.6	-0.8	0.5	21.5	2.0	2.4	i	0.5	19.2
O=C(CSc1nnc(CNC(=O)c2cccs2)o1)Nc1cccc(C(F)(F)F)c1	3.5	-1.7	-1.4	-6.1	-3.1	-1.6	i	17.9	-3.3
COc1cccc(C=NCC(C)N=Cc2cccc(OC)c2O)c1O (centres undefined)	0.3	-1.1	-0.8	9.8	9.5	-3.5	i	3.0	-15.1
Cc1csc(NC(=O)C2CC(=O)N(Cc3ccco3)C2)n1 (centres undefined)	3.0	-0.9	-1.1	4.3	2.6	1.4	i	-8.0	-5.2
NS(=O)(=O)c1cccc(NC(=O)CCCC2CCCCC2)c1	2.2	-0.2	-0.8	2.7	-11.1	2.1	i	9.9	9.4
CO/N=C/NC(=O)Cc1cn(-c2ncc(C(F)(F)F)cc2Cl)c2ccccc12	-1.9	-8.1	0.7	-26.6	2.2	-0.7	i	-0.8	6.4
CC1CCCCC1NC(=O)C(C)N1C(=O)c2ccccc2C1=O (centres undefined)	-2.3	-1.3	1.0	3.8	-11.0	3.8	i	-3.2	-4.9
